Cav3 T inh – human Cav3.2 channel inhibition, primary screen. 100,000 tested, 4% active. Cav3.2-expressing cells, Fluo-4 calcium fluorescence FDSS; stronger effect = lower value. AID 449739. O95180. B-score at 10 µM;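 active means single-dose well whose peak fluorescence ratio is a statistical outlier from its plate by either plate-standardised score or position-corrected B-score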
Target sequence (O95180 whole entry, looked up): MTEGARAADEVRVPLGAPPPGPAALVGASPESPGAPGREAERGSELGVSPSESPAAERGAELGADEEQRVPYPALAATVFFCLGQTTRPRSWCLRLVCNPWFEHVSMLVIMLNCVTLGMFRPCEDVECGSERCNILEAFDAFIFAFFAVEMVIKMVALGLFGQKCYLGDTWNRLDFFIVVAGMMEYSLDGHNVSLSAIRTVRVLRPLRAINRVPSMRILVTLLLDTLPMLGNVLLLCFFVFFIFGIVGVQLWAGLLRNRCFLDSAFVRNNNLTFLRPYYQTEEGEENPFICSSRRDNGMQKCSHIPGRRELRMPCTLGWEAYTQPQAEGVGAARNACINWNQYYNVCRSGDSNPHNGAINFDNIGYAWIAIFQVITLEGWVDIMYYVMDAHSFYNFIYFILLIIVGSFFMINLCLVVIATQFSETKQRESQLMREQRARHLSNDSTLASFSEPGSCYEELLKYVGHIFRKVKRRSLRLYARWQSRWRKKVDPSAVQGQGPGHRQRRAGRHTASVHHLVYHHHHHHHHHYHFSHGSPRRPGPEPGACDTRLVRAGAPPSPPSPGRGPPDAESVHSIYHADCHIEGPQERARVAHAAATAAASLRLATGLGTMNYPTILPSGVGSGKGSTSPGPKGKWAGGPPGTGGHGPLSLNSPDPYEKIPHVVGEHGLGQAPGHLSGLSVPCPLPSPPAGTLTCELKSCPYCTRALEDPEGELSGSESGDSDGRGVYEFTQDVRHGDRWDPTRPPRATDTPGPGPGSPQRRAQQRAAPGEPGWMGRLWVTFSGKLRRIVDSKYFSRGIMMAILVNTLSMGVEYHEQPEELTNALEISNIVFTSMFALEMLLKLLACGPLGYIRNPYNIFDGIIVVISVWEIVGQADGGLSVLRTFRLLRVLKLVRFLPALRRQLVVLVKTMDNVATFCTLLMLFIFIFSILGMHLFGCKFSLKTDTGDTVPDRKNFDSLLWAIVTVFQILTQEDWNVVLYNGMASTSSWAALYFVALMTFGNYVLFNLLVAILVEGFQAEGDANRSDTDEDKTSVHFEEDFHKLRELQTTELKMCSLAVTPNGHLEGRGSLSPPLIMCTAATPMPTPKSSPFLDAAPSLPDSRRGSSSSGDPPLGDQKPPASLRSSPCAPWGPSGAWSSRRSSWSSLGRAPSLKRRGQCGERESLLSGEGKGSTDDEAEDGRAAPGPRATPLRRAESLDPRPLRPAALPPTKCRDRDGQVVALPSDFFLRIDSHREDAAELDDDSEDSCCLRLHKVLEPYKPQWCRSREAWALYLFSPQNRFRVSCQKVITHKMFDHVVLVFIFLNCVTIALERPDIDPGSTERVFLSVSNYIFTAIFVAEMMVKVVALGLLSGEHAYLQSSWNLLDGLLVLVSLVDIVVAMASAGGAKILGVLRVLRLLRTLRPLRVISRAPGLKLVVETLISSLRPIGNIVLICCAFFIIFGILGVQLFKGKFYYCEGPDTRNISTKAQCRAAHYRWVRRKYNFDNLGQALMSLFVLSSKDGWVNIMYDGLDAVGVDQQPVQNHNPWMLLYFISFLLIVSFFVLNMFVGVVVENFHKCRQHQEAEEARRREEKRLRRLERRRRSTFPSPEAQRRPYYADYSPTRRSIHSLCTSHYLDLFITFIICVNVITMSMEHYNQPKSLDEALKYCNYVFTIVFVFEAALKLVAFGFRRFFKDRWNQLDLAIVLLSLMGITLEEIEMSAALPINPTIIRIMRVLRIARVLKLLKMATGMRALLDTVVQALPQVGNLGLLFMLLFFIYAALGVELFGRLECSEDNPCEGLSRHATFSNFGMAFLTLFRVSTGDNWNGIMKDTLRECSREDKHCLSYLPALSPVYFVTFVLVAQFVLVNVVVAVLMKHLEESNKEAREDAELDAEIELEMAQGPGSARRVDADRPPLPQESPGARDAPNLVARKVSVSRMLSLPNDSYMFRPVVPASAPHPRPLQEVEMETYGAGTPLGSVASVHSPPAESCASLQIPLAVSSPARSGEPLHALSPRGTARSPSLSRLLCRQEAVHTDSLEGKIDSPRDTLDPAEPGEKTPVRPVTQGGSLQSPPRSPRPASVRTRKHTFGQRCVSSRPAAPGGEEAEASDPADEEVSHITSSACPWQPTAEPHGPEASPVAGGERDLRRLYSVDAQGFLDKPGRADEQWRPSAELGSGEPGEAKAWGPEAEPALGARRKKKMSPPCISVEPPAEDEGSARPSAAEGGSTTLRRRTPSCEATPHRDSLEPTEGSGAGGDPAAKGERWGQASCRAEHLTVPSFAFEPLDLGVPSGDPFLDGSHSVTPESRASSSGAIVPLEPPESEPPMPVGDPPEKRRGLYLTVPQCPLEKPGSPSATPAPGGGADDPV
Starred values were filed as active, the others as inactive. Some of the compounds tested (hit frequency here may not be typical).

SMILES	Cav3 T inh
O=C(c1cccc(C(F)(F)F)c1)N1CCCCCC1	0.32
c1ccc(OCCSc2nnnn2-c2ccccc2)cc1	-6*
CCSc1ccc2nnc(-c3cccc(F)c3)n2n1	-0.82
Cc1ccc2nc(NCCCN3CCOCC3)c(C=NCCCN3CCOCC3)c(=O)n2c1	0.78
O=C1N(CN2CCN(c3cccc(Cl)c3)CC2)c2ccccc2C12OCCCO2	-1.1
O=C(NCc1cccs1)C1CCCN1S(=O)(=O)c1ccccc1F (stereo unspecified)	0.71
O=C(O)C1NCCc2ccccc21 (stereo unspecified)	-0.18
CCOC(=O)C1=C(CC)NC2=C(C(=O)CCC2)C1c1ccc(OC)c(OC)c1 (stereo unspecified)	0.0044
CCOC(=O)CSc1nc2c(sc(=S)n2-c2ccccc2OC)c(=O)n1Cc1ccco1	-5.6*
Cn1cc(S(=O)(=O)N2CCN(c3ccccc3F)CC2)c(=O)n(C)c1=O	2.2
O=[N+]([O-])c1ccccc1C1Nc2cccc3cccc(c23)N1	-0.041
O=C(Nc1cnn(C23CC4CC(CC(C4)C2)C3)c1)c1cc(-c2ccccc2)on1	-0.5
COCCNC(=O)C(c1ccc(F)cc1)N(CC1CCCO1)C(=O)CCC(=O)Nc1ccccn1 (stereo unspecified)	0.51
O=S(=O)(c1ccc(Cl)cc1)N1CCC(O)(c2cccnc2)CC1	0.41
COc1ccc(C2CC(=O)c3sc(N)nc3C2)cc1 (stereo unspecified)	0.53
C=CCn1c(COc2ccccc2)nnc1SCC(=O)C(C)(C)C	-0.13
CCCCCC(=O)Nc1ccc2oc(-c3cncc(Br)c3)nc2c1	0.13
O=[N+]([O-])c1nn(-c2ccc3c(c2)OCCO3)n(O)c1=NC1CCCCC1	-1.6
COc1ccc(/C=N/NC(=O)c2cccc([N+](=O)[O-])c2)cc1OC(=O)c1ccc(C)cc1	-5.4*
Clc1ccc(-c2nnc3sc(Cc4cccs4)nn23)cc1	0.16
CCOc1ccc(Cl)cc1S(=O)(=O)N1CCN(c2ccc(C)c(C)c2)CC1	-5.4
CCCN1CCN(c2nc3c([nH]2)c(=N)ncn3CC(O)CO)CC1 (stereo unspecified)	0.3
CCOC(=O)c1c(CN2CCCCC2)n(C)c2ccc(OC)c(S(=O)(=O)c3ccccc3)c12	0.43
O=C(NCC12CC3CC(CC(C3)C1)C2)c1nc2ncccn2n1	-0.35
CCOC(=O)N1CCN(C(=O)CS(=O)Cc2nc(-c3ccc(C)cc3)oc2C)CC1 (stereo unspecified)	-0.04

(listing goes on)
SMILES	Cav3 T inh
CC(C)CN(CC(C)C)S(=O)(=O)N1CCC(C(=O)NC2CCCCCCC2)CC1	-2.3
O=C(NCc1ccccc1)C1CCCN(S(=O)(=O)c2cccs2)C1 (stereo unspecified)	0.49
COCCn1nnnc1C(c1cccs1)N1CCN(c2cc(C)ccc2C)CC1 (stereo unspecified)	-4.3*
Cc1ccc(C)c(OCCCC(=O)Nc2nccs2)c1	-4.6*
CCCCCNCc1cccn1C	1.4
COC(=O)c1sccc1NC(=O)c1c(C)noc1C	-0.7
Cc1nnc(SCC(=O)Nc2ccc3c(c2)OCCO3)s1	-0.11
Cc1ccc2cc(CCNC(=O)c3ccco3)c(=O)[nH]c2c1	-0.36
Cc1cc(N2CCOCC2)nc2ccc(NC(=O)C3CCC(C)CC3)cc12 (stereo unspecified)	-0.41
Cc1ccc2c(n1)sc1c(-c3ccc(Br)cc3)c(C#N)c(N)nc12	-0.014
Nc1nonc1NC(=O)CSc1ncccc1C(=O)O	-0.45
N#Cc1cc2sc3nc4ccccc4n3c2cc1C#N	-0.013
COC(=O)c1sc(NC(=O)COc2ccc(OC)cc2)nc1C	-0.01
Cn1c(=O)c2c(nc(CN3CCCCC3)n2CCCc2ccccc2)n(C)c1=O	-2.2
CC(C)Oc1cccc(C(=O)Nc2ccc(N3CCN(S(C)(=O)=O)CC3)cc2)c1	1
O=C(OC(C(=O)NCc1cccs1)c1ccc(F)cc1)c1ccco1 (stereo unspecified)	0.27
COc1ccccc1C(=O)Nc1cccc(-c2cn3ccsc3n2)c1	0.19
COc1ccccc1C(=O)Nc1ccc2oc(-c3ccc(F)cc3)nc2c1	-0.73
COc1ccccc1OCc1nnc(SCCN2CCOCC2)o1	-0.02
O=C(CSc1nnc(COc2ccccc2Cl)o1)NC(=O)NC1CCCC1	-3.9
CN(Cc1ccccc1)C(=O)CSc1nnc(-c2ccco2)n1-c1ccccc1	-0.26
CCOC(=O)c1cc2c(c(CSc3nc4ccccc4c(=O)n3Cc3ccco3)c1)OCOC2	0.1
CCc1ccc(S(=O)(=O)NCCc2csc(-c3ccccc3)n2)s1	-4.5*
CC1=C(C(=O)OCc2ccccc2)C(c2ccc(N(C)C)cc2)NC(=O)N1 (stereo unspecified)	-1.7
CN(C)/C=N/c1c(C#N)cnn1-c1ccc(C(F)(F)F)cn1	-0.34

Next part.
compound | Cav3 T inh
CC(C)NC(=O)NC1C2CC3CC(C2)CC1C3 (stereo unspecified) | 0.45
Cc1nnc(SCC(=O)N2c3ccccc3CC2C)s1 (stereo unspecified) | 0.42
Cc1ccc(NC(=O)NNc2cccc(Cl)n2)cc1 | 2.1
O=C(/C=C/c1ccco1)NC(=S)Nc1ccccn1 | 0.85
CN(C)CCCN1C(=O)c2oc3ccc(Cl)cc3c(=O)c2C1c1cccnc1 (stereo unspecified) | -0.069
CC(=O)c1ccc(NC(=O)Nc2cccc(Cl)c2)cc1 | -2.7
O=c1cc(Nc2ccc3c(c2)OCCO3)[nH]c(=O)n1-c1ccc(Br)cc1 | -0.12
O=C(CSc1nnc(Cc2ccccc2)o1)NCc1ccco1 | 0.91
Cc1cc2ncn(C(=O)N3CCCC3)c2cc1C | -0.0047
Cc1cc(C)n(C(=O)CN2C(=O)COc3ccccc32)n1 | -1.5
O=C(Nc1ccc(-c2cn3ccsc3n2)cc1)C1CCCC1 | -0.17
O=C(O)CC1c2ccccc2S(=O)(=O)N1Cc1ccccc1 (stereo unspecified) | 0.6
Cc1nn2c(N3CCN(C4CCCC4)CC3)cc(C(C)(C)C)nc2c1-c1ccccc1 | 0.091
CCCCCCC(=O)N(O)C1CC(=O)N(c2ccccc2)C1=O (stereo unspecified) | 0.12
COc1ccc(S(=O)(=O)CCC(=O)NCCc2ccc(Cl)cc2)cc1 | -0.7
O=C(Nc1ncc(Cc2cccc(Cl)c2)s1)c1cccs1 | -3.3
N=c1nc(-c2ccccc2)ccn1O | 0.29
O=C(NCc1ccc2c(c1)OCO2)C1CC(c2ccc(Cl)c(Cl)c2)=NO1 (stereo unspecified) | -2
Cc1ccccc1Nc1c([N+](=O)[O-])ccc2c1=NC1(CCCCC1)N=2 | -1.1
C#CCOCCOCCOCCNc1nc(N2CCN(C(=O)Cn3cc(CCO)nn3)CC2)nc(N2CCN(C(=O)[C@H]([C@@H](C)O)n3cc(CCCCN)nn3)CC2)n1 | 0.073

The list goes on.
compound | Cav3 T inh
O=C(NCCN1CCOCC1)C1CC(=O)N(c2ccc(F)c(Cl)c2)C1 (stereo unspecified) | 0.32
CCCc1nnc(NC(=O)Cn2cnc3ccccc3c2=O)s1 | 0.47
Cc1ccc(NC(=O)C2=C(O)c3sccc3N(C)S2(=O)=O)cc1 | -0.5
Nc1ncc2c(n1)CC(c1ccco1)CC2=O (stereo unspecified) | -0.092
C=CCn1cnc2c(NCc3ccccc3)ncnc21 | 0.038
CCOc1ccc(N2Cc3ccccc3C2)cc1 | 0.23
CCCNC(=O)COC(=O)c1ccccc1OCc1ccc(Cl)cc1 | -3.9
Cc1cccc2cc3c(N)c(C(=O)Nc4ccc(N5CCOCC5)cc4)sc3nc12 | -2.9
COc1ccc(OC)c(NC(=O)CCN2CCN(c3ccccc3F)CC2)c1 | 1
COc1ccc(CCNC(=O)CCSc2nc(-c3ccco3)cc(C(F)(F)F)n2)cc1 | -1.1
Cc1c(C)c2c(C)nn(-c3ccccc3)c2[nH]c1=O | 0.22
COC(=O)Cc1cc(=O)[nH]c(/N=C(\N)Nc2ccc(C)cc2C)n1 | 0.47
Cc1ccc(S(=O)(=O)C2(C(=O)Nc3ccc(F)cc3)CC2)cc1 | -0.25
COc1ccc(/C=c2/sc3n(c2=O)NC2(c4ccccc4)N(C)C(=O)N(C)C2(c2ccccc2)N=3)cc1 (stereo unspecified) | -0.78
Cc1ccc(S(=O)(=O)/N=C(\c2ccc(Cl)cc2)N2CCOCC2)cc1 | 0.37
COc1ccc(/C=N/n2cncn2)cc1COc1ccc(NC(C)=O)cc1 | -0.021
O=C1c2ccccc2C(=O)N1Cc1nc2ccccc2c(=O)n1CCCn1ccnc1 | 0.49
CC(=O)NC(Cc1ccc(C(C)C)cc1)C(=O)NC1CCN(c2nc(C)cc(C)n2)CC1 (stereo unspecified) | -1.5
Cc1ccc(SCCN2CCN(CC(C)C)CCC2=O)cc1 | -0.23
CCn1cc(/C=C2\SC(=O)N(CC(=O)Nc3ccc4c(c3)OCO4)C2=O)c2ccccc21 | -0.56

Remaining list, next part.
compound | Cav3 T inh
O=C(CSc1nnc(C2CC2)n1-c1ccccc1)NCc1ccco1 | 1.5
COc1cc2c(cc1OC)C1=C(C#N)CCC(=O)N1CC2 | 0.34
CS(=O)(=O)N1CCC(C(=O)c2cccc(Cl)c2)CC1 | 0.91
O=S(=O)(NCc1ccc(F)cc1)c1ccc2c(c1)OCCO2 | -0.064
COc1ccc2[nH]cc(CCNC(=O)C3CCCNC3=O)c2c1 (stereo unspecified) | 0.37
COc1cccc(CN2C(=O)[C@@H]3Cc4c([nH]c5ccccc45)C(C)(C)N3C2=O)c1 | -2.3
CCn1c(=O)c2cc(S(=O)(=O)NCc3ccccc3)ccc2n(CC)c1=O | 0.21
Cc1ccc2c(c1)sc[n+]2Cc1ccccc1 | -0.075
CCOC(=O)c1cccc(NC(=O)CCNS(=O)(=O)c2ccc3c(c2)CCN3C(=O)CC)c1 | 0.2
CCOc1cc2[nH]c(=S)n(Cc3ccc(C)o3)c(=O)c2cc1OCC | 0.55
CCCCC(c1nnnn1CC1CCCO1)N1CCN(c2cc(Cl)ccc2C)CC1 (stereo unspecified) | -5.3*
CNC(=O)NC(=O)CSc1ncc(C(F)(F)F)cc1Cl | -0.042
CCCOc1ccc(CSc2ncn[nH]2)cc1 | 0.3
Cc1nnc(N2C(=O)C(O)=C(C(=O)c3ccco3)C2c2ccc(F)cc2)s1 (stereo unspecified) | 0.48
Cc1cc(C(=O)CSc2nc3ccccc3o2)c(C)n1C1CC1 | -2.8
Cn1c(CN2CCOCC2)nc2cc(NC(=O)c3ccccc3Cl)ccc21 | -1.3
COC(=O)c1cccc2nc3c(C(C)O)cccc3nc12 (stereo unspecified) | -0.61
COc1ccc(C/C(O)=C(\C#N)c2nc3ccccc3[nH]2)cc1OC | 1.8
CCOC(=O)c1c(C)sc2c1N(C(=O)CN(CC)CC)c1ccccc1S2 | 0.26
O=C(NCc1ccco1)c1ccccc1NS(=O)(=O)c1ccc(Cl)s1 | -7.4*

New compounds follow.
compound | Cav3 T inh
COc1ccc(-n2c(N)c(C(=O)NCc3ccco3)c3nc4ccccc4nc32)cc1 | -1.6
O=C1C(=O)N(Cc2cccnc2)C(c2ccccn2)/C1=C(/O)c1ccc(F)cc1 (stereo unspecified) | -0.051
O=C(CCN1CCN(C(=O)c2ccco2)CC1)Nc1ccc(F)cc1 | -0.42
O=C(CCc1nc(-c2ccccc2F)no1)NCc1ccco1 | 0.26
CCOC(=O)c1cc2sc(C)cc2n1C(C)C(=O)OCC (stereo unspecified) | -2.7
CNC(=O)CSc1nnc(-c2ccco2)n1-c1ccc(C)cc1 | 0.2
O=S(=O)(NCc1ccccc1)c1cccc(S(=O)(=O)N2CCOCC2)c1 | 0.0052
CCOc1ccc(N/N=C(/C#N)C(N)=O)cc1 | -0.36
COc1ccc(OC)c([C@@H]2OCCC=C[C@H]2C)c1 | 1.8
CC1(c2nnc(-c3ccc(Cl)cc3)o2)CC(c2ccncc2)=NO1 (stereo unspecified) | 0.15
Cc1ccccc1Cn1nc(C)c(NC(=O)c2cc3n(n2)C(C(F)F)CC(C(F)F)N3)c1C (stereo unspecified) | 0.61
O=C(Nc1ccccc1C(=O)N1CCN(Cc2ccccc2)CC1)c1ccccn1 | 2
O=C(CSc1nnc(Cc2cc(=O)[nH]c(=O)[nH]2)n1-c1ccccc1)N1CCCc2ccccc21 | -0.056
O=C(Nc1ccncc1)c1ccc(F)cc1 | -0.009
CCOC(=O)CNC(=O)c1cccs1 | 0.14
O=C(Nc1c(Cl)cccc1Cl)c1ccc(-c2ccccc2)cc1 | -0.033
CCOC(=O)C(C)Oc1cccc2c(=O)n(CC(=O)N3CCCc4ccccc43)ccc12 (stereo unspecified) | -0.13

Assay outcomes as filed in PubChem.
